# Bioassay records deposited in PubChem BioAssay by Sanford-Burnham Center for Chemical Genomics.
# CCR6 antagonist: CCR6 receptor antagonists, primary screen, cell-based, CHO-K1, luminescence, beta-arrestin, uHTS | C-C chemokine receptor type 6 (Homo sapiens), P51684 | CHO-K1 CCR6 PathHunter beta-arrestin, CCL20-stimulated | inhibition, % at 20 µM | actives 0.49% (n = 340,000);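 active = compounds whose inhibition of the agonist-driven luminescence signal at 20 µM reaches about 50%, limit read from the data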;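 note: cells stimulated with CCL20 at 14 nM final; plate controls were DMSO with CCL20 for no effect and DMSO without agonist for full effect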
# Target sequence (P51684 whole entry, looked up): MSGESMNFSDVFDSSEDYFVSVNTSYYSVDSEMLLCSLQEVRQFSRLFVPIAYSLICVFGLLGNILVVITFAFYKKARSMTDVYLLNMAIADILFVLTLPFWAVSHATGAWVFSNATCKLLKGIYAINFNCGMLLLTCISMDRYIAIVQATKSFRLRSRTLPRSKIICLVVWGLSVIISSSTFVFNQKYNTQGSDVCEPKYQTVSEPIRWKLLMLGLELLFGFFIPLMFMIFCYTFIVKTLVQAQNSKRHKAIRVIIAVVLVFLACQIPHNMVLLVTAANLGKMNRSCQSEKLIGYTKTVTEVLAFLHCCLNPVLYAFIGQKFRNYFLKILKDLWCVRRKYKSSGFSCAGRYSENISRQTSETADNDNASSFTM
# tim23-1 inh: growth inhibitors of tim23-1 mutant yeast, primary screen, luminescence, uHTS; actives 1.3% (n = 330,000); inhibition, % at 20 µM; S. cerevisiae tim23-1 growth, BacTiter-Glo luminescence, 24 h;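 active = growth inhibition of the mutant yeast at or above 50%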;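 note: temperature-sensitive mutant grown at 25 °C; plate controls were DMSO-treated mutant yeast for no effect and medium wells lacking yeast for full effect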
# UPR XBP1 act: activators of adaptive XBP1 UPR arm, primary screen, cell-based, CHO-XBP1 luciferase reporter, luminescence, uHTS | IRE1-XBP1 UPR activation; percent of tunicamycin response, DMSO as zero | activation, % at 20 µM | actives 0.33% (n = 330,000);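 active = versus positive control, 20 µM dose yields 30% or more activation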;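 note: 100% = tunicamycin at 10 µg/mL and 0% = DMSO only wells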
#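 Test system: CHO-XBP1 luciferase reporter cells | Buffer or medium: Serum-containing F12 medium, 10% FBS | Schedule: 6 h compound exposure at 37 °C, 5% CO2 | Detection: Steady-Glo luciferase glow luminescence, 10 min after reagent addition | Read-out basis: Activation, % of tunicamycin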
# UPR CHOP act: activators of apoptotic CHOP UPR arm, primary screen, cell-based, CHO-CHOP luciferase reporter, luminescence, uHTS; AID 449763, 2010; UPR activation; percent of tunicamycin response over DMSO baseline; actives 0.34% (n = 330,000); activation, % at 10 µM;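 active = at 10 µM dose, activation of 40% or more, normalized to positive control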;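 note: 100% = tunicamycin at 10 µg/mL and 0% = DMSO alone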
#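 System: CHO-CHOP luciferase reporter cell line | Buffer or medium: F12 medium containing 10% fetal bovine serum | Doses: One dose, 10 µM in 0.5% DMSO | Times: 6 h compound exposure at 37 °C after overnight seeding | Signal: Luciferase luminescence | Read-out: % activation vs tunicamycin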
# Mdm2 MdmX PPI: inhibitors of human Mdm2-MdmX association, primary screen, cell-based, luminescence, split luciferase, SaOS-2, uHTS; Protein Mdm4 (Homo sapiens) + E3 ubiquitin-protein ligase Mdm2 (Homo sapiens), …; SaOS-2 split-luciferase Mdm2/MdmX complementation; inhibition, % at 8 µM; actives 3% (n = 330,000);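 active = inhibition of at least 50% at 8 µM in the primary screen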
# APJ antag: antagonists of human apelin receptor APJ, primary screen, CHO-K1 cells, beta-arrestin complementation, luminescence; P35414; actives 0.32% (n = 330,000); AID 2521, 2010; inhibition, % at 20 µM;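 active = inhibition above about 40% at 20 µM, limit read from the data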;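 note: cells challenged with 10 nM apelin-13 agonist together with compound; plate controls were apelin-13 plus DMSO wells for no effect and DMSO wells lacking apelin-13 for full effect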
# Target sequence (P35414 whole entry, looked up): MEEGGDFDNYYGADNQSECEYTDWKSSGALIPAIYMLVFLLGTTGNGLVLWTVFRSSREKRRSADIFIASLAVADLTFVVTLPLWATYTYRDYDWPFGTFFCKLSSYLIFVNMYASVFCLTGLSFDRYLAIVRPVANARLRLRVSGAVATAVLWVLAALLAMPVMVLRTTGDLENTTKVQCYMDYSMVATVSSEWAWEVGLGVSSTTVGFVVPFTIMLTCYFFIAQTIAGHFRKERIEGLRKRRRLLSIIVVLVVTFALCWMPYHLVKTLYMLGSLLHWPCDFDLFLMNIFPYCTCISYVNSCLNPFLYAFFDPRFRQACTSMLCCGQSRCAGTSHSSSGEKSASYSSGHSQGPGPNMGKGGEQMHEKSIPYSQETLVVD
# EBI2 antag: EBI2 receptor antagonists, beta-arrestin recruitment, primary screen, cell-based, luminescence, 7a,25-OHC stimulation, uHTS | G-protein coupled receptor 183 (Homo sapiens), P32249 | 7a,25-OHC stimulated | inhibition, % at 5 µM | actives 0.81% (n = 360,000); in the data active = inhibition above about 38%;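 note: enzyme fragment complementation signal reports receptor beta-arrestin coupling in cells; 0% = agonist plus DMSO wells and 100% = wells without agonist; some results beyond the cut were filed as inactive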
# CXCR6 block: CXCR6 receptor inhibitors, primary screen, cell-based, beta-arrestin, luminescence, CHO-K1 PathHunter, 1536-well | AID 602244, 2012 | actives 0.36% (n = 360,000) | inhibition, % at 20 µM | C-X-C chemokine receptor type 6 (Homo sapiens), O00574; in the data active = inhibition above about 34%, passing the limit was not always enough;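 note: antagonist mode with CXCL16 agonist at 10 nM final; 0% = 10 nM CXCL16 with DMSO and 100% = unstimulated wells without agonist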
# Target sequence (O00574 whole entry, looked up): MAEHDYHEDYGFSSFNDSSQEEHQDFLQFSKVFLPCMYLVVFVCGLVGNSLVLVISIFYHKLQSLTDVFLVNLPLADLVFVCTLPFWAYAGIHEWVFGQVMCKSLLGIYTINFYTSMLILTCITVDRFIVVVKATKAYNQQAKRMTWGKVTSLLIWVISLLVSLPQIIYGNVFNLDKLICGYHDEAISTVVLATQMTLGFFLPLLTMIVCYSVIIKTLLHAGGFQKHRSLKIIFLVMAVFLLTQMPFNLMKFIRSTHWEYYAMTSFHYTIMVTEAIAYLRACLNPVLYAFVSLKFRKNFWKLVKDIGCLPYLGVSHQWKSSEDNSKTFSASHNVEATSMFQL
# APJ agonist: agonists of human apelin receptor APJ, primary screen, CHO-K1 cells, PathHunter beta-arrestin, luminescence | actives 0.11% (n = 330,000) | P35414 | 0% DMSO wells, 100% apelin | activation, % at 20 µM;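 active = activation more than six SD over the plate average, tested at 20 µM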;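 note: 0% = DMSO alone and 100% = apelin-13 at 10 nM; some results filed as inactive read as strong as hits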
#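 Assay system: engineered CHO-K1 APJ arrestin reporter cells; Amount: 1000 CHO-K1 reporter cells seeded per well; Dosing: one dose, 20 µM compound, 1% DMSO; Times: compound stimulation 90 min at 25 °C, detection 60 min; Measured by: luminescent beta-gal fragment complementation, chemiluminescent substrate; Read-out: APJ–arrestin association signal; Controls: DMSO vs Apelin-13 10 nM.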
# Active calls of the source: *. Only part of the results is shown; count on the stated rates, not on these rows.
SMILES,CCR6 antagonist,tim23-1 inh,UPR XBP1 act,UPR CHOP act,Mdm2 MdmX PPI,APJ antag,EBI2 antag,CXCR6 block,APJ agonist
COc1cc(NC(=O)CN2CCC(C(N)=O)(N3CCCCC3)CC2)c(OC)cc1Cl,2,15,-3,-0.8,12,23,3,4,0
OC(CN1CCOCC1)CN(c1ccccc1)c1ccccc1 (stereo not given),-3,-4,-2,-1.4,-1,12,6,2,-5
CCCC(=O)C1=C(O)C(C(=O)OC)C(C)(C)CC1=Nc1cccc2ccccc12 (stereo not given),35,25,-3,-1.9,18,8,-3,10,-1
Cc1cccnc1-n1c(CCN2C(=O)c3ccccc3C2=O)nc2ccccc2c1=O,-23,26,-2,-3.7,-1,15,-9,11,1
Cc1cc(C)c2nc(-c3ccccn3)cc(C(=O)n3cccn3)c2c1,7,35,-2,-1.7,-31,4,-2,5,-5
COc1ccc(C2C(C#N)=C(N)OC3=C2C(=O)CCC3)cc1OC (stereo not given),3,1,-5,-1.4,17,-9,-4,-2,-3
COc1ccc(CNC(=O)CCCn2nc(C)c3c(C)n(-c4ccccc4)nc3c2=O)cc1,-4,10,-3,2.1,14,-1,-5,2,-5
CCOC(=O)c1c(O)c2ccccc2oc1=O,3,-5,0,0.1,15,-9,4,0,-3
O=C(COC(=O)c1cncc(Br)c1)Nc1nc(-c2ccc(F)cc2)cs1,11,8,2,2.9,11,-4,-4,2,-3
O=C(NCC(=O)N1CCN(C(=O)c2ccco2)CC1)c1ccc(Cl)cc1,1,-8,-3,1.7,-29,-73,-1,5,1
Cc1cccc(C(=O)NCCC(=O)Nc2ccc(C#N)cc2)c1,14,-14,-1,-3.0,-3,14,2,2,-3
O=C(NNC(=O)c1ccccc1O)c1ccc(Cl)c(S(=O)(=O)N2CCCCC2)c1,25,12,-4,1.8,44,-42,3,3,-5
O=C(Nc1ccc(Cl)c(C(F)(F)F)c1)C(=O)N1CCCCC1,-3,39,2,0.4,-10,-13,-3,-13,0
CCn1nc(NS(=O)(=O)c2ccc([N+](=O)[O-])cc2)c2cc3ccc(C)cc3nc21,12,26,-5,2.7,12,6,-9,9,-1
O=C(CSc1nc2ccccc2c(=O)n1-c1ccccc1)N1CCN(CCO)CC1,-4,10,1,0.6,4,-1,5,11,-4
CC(=O)Nc1ccc(Nc2cc(C)nc3c(-c4ccccc4)c(C)nn23)cc1,17,36,4,0.4,40,2,2,-2,-3
Cc1cccc(N2CCN(S(=O)(=O)c3c(C)noc3/C=C/N(C)C)CC2)c1C,20,37,-5,0.8,38,-39,13,12,11
COCCCNC(=O)/C(C#N)=C/c1ccc(F)cc1,5,48,1,-0.3,14,-16,8,-3,0
COc1cc(C(=O)O)c2c(c1C)OC(=O)c1c(C)cc(O)c(C=O)c1O2,8,10,-2,0.7,-3,0,-3,6,-4
Cc1cccc(C)c1NC(=O)N1CC=CCC1,5,11,-2,-0.1,0,11,-1,-8,1

# Fetched by compound from above:
SMILES,CCR6 antagonist,tim23-1 inh,UPR XBP1 act,UPR CHOP act,Mdm2 MdmX PPI,APJ antag,EBI2 antag,CXCR6 block,APJ agonist
COc1cc(C(=O)O)c2c(c1C)OC(=O)c1c(C)cc(O)c(C=O)c1O2,8,10,-2,0.7,-3,0,-3,6,-4
O=C(Nc1ccc(Cl)c(C(F)(F)F)c1)C(=O)N1CCCCC1,-3,39,2,0.4,-10,-13,-3,-13,0
O=C(NNC(=O)c1ccccc1O)c1ccc(Cl)c(S(=O)(=O)N2CCCCC2)c1,25,12,-4,1.8,44,-42,3,3,-5

# (further entries)
SMILES,CCR6 antagonist,tim23-1 inh,UPR XBP1 act,UPR CHOP act,Mdm2 MdmX PPI,APJ antag,EBI2 antag,CXCR6 block,APJ agonist
Cc1c(C)n2c(SCC(=O)N3CCC(C)CC3)nnc2[nH]c1=O,-2,6,-4,1.0,25,17,-21,7,-1
Cc1cc(C)c2cc(C)c(SCC(=O)NCc3ccco3)nc2c1,26,50*,2,-0.6,-6,-2,-4,2,2
COc1cc(C2C3=C(CC(C)(C)CC3=O)OC(N)=C2[N+](=O)[O-])ccc1O (stereo not given),22,7,-5,-1.3,14,10,-2,9,-2
Cc1cccc(NC(=O)CSc2nnc([C@@H](N)Cc3ccccc3)o2)c1C,1,9,1,-1.6,15,2,-5,-1,-3
Cc1ccc(C(=O)Nc2ccc(C(=O)N/N=C/c3ccccn3)cc2)cc1,0,-1,-2,0.2,30,-7,-4,-8,3
Cc1ccc2ncnc(NCCCCCC(=O)O)c2c1,-10,10,-1,0.3,9,13,-8,-3,-4
O=C(/C=C/c1ccccc1)OCCN=C1NS(=O)(=O)c2ccccc21,-1,-4,0,0.2,25,20,11,4,2
COc1cc(C(=O)n2nc(C)cc2C)ccc1O,-1,3,-3,-1.3,18,1,-17,-1,2
COc1ccc(S(=O)(=O)Nc2ccc(C(N)=O)cc2)cc1C(=O)N1CCCCCC1,13,9,8,-0.3,-14,-2,0,-1,0
CCN(CC(=O)NCc1cccs1)C(=O)c1cc(S(=O)(=O)N2CCOCC2)ccc1C,-8,5,-3,-0.1,21,-13,7,-8,-3
O=S(=O)(Nc1nc2ccccc2s1)c1ccc(Cl)nc1,8,13,-3,-0.2,-22,3,3,1,0
Nc1nc(Nc2ccccc2)nc(N2CCCC2)c1[N+](=O)[O-],-12,41,6,2.1,-25,-17,4,7,-6
COc1cc(NC(=O)c2ccco2)c(OC)cc1NC(=O)CCC(=O)Nc1cccc(C)c1C,-10,5,-4,-1.4,8,5,-3,-5,-4
COc1ccc(Cl)cc1NC(=S)NNC(=O)c1cccs1,27,17,1,0.4,13,4,1,9,-5
COc1cccc(C(=O)NCC(=O)OCC(=O)Nc2ncc(Cl)cc2Cl)c1,-11,10,0,1.2,-6,-4,1,0,-1
Cc1c(C(=O)N(C)Cc2ccccc2)oc2c(Cl)cccc12,12,13,10,1.5,23,5,23,-5,-2
CC1CCN(CC(=O)NC(=O)NCc2ccccc2)CC1,12,-6,-3,1.3,-13,-7,-10,0,-2
Cc1nc2ccc(Cl)cc2nc1C,4,-6,1,-1.1,2,11,-4,-6,4
O=C(COC(=O)c1ccco1)NCc1ccco1,-3,10,0,-2.6,14,-6,-6,-4,0
Cc1occc1-c1nnc(SCC(=O)c2ccc(F)cc2)o1,14,13,4,4.7,-17,2,9,6,-3
Cc1c(C(=O)NC(=S)NCC(C)C)oc2ccccc12,-6,4,3,7.5,-118,3,10,-2,0
COc1ccc(NC(=O)CSc2nc3nc(-c4cccs4)cc(C(F)(F)F)c3c(=O)[nH]2)c(OC)c1,-23,14,1,-0.1,1,-3,6,-2,-3
O=C1C2CCCN2C(=S)N1c1ccccc1 (stereo not given),8,5,-2,1.8,-15,6,-12,-2,-6
CC(=O)Nc1cccc(NC(=O)CSc2nnc3ccc(-c4cccnc4)nn23)c1,-5,11,1,-0.2,-5,-5,-2,6,6
O=S(=O)(c1ccccc1)N1CCN(C(=S)Nc2ccccc2)CC1,-4,26,-4,-0.3,26,-6,5,-11,-2
COc1ccc(CN2C3CCCC2CC(NC(=O)/C=C/c2ccccc2)C3)cc1 (stereo not given),2,-7,-2,-1.5,14,19,-7,9,-4
COc1ccc(C2CC(=O)c3c(C)nc(N4CCN(Cc5ccccc5)CC4)nc3C2)cc1OC (stereo not given),12,23,1,3.5,25,1,28,-5,4
COCCN(C(=O)COC(=O)Cc1c[nH]c2ccccc12)c1c(N)n(Cc2ccccc2)c(=O)[nH]c1=O,4,9,3,0.3,-18,11,-10,-4,-9
NC(=O)Cn1cc(/C=N\NS(=O)(=O)c2cccc([N+](=O)[O-])c2)c2ccccc21,5,-7,-5,2.0,7,-29,-3,14,-1
CCOC(=O)c1c(-c2ccccc2)csc1NC(=O)C(C)NCc1ccco1 (stereo not given),23,30,0,-0.6,17,5,16,-8,-7
CC(=O)c1ccc(-c2cc([C@H]3[C@H]4C=CC[C@@H](C)[C@@H]4C(=O)N3Cc3ccccc3)ccc2F)cc1,15,11,-2,-1.2,16,14,27,23,3
Cc1noc(C)c1CC(=O)Nc1ccc2c(c1)OCO2,1,-17,-1,-2.1,9,-4,-3,-8,-3
O=C(CN1C(=O)NC2NC(=O)NC21)N/N=C/c1ccccc1O (stereo not given),15,3,-1,1.3,27,5,-4,-2,-2
O=C(Nc1ccccc1F)c1cc(S(=O)(=O)N2CCOCC2)ccc1N1CCOCC1,-7,14,-1,0.7,-3,16,3,-6,3
CCOC(=O)N1CCN(C(=O)CCSc2ccccc2)CC1,6,9,-2,4.8,-32,3,0,6,-3
O=C(N/N=C/c1ccc(OC(=O)c2cccs2)cc1)c1cccc(F)c1,0,-18,0,3.8,20,25,-20,-6,-4
Cc1ccc(NC(=O)c2ccc3c(c2)OCCO3)cc1,1,4,-8,-3.6,-72,20,2,4,-3
Cc1nc2c(cnn2-c2ccccc2Cl)c(=O)n1-c1ccc(N2CCC(C)CC2)cc1,13,32,-1,2.4,27,-7,12,-4,0
CCOc1ccc(C(c2c(NC(=O)c3ccco3)sc(C)c2C)N2CCOCC2)cc1 (stereo not given),24,33,1,2.7,33,22,1,13,-4
O=C(NCC(=O)N1CCC2(CC1)NCCc1[nH]cnc12)c1ccc2ccccc2c1,1,-12,-7,-0.7,29,-3,-4,5,1
CCOC(=O)CN(c1ccccn1)S(=O)(=O)c1ccc(OC)cc1,3,4,-2,-0.1,-13,-2,7,0,-3
Cc1cccc(-c2nc(CS(=O)CC(=O)N3CCCCC3)c(C)o2)c1 (stereo not given),2,14,0,-1.8,10,5,3,-1,-5
COc1ccc(-c2noc(CCCOc3ccccc3)n2)cc1OC,-4,2,1,1.9,-6,6,-1,-5,2
COc1ccc(Cc2c(N)nc(N)nc2N)cc1,-11,6,0,-0.6,23,5,-10,15,1
O=C(c1ncn[nH]1)N1CCN(c2nc(-c3ccccc3)cs2)CC1,4,25,3,-2.2,12,-29,3,1,-5
Cc1cccc(/C=N/n2c(-c3cc(-c4ccccc4)n[nH]3)n[nH]c2=S)c1,4,39,0,4.9,-5,-26,0,-2,-2
Nc1cc(C(F)(F)F)ccc1NCCc1ccccn1,-2,-1,2,1.3,13,5,-15,6,-3
CC(CC(=O)Nc1ccccc1)n1ccnc1 (stereo not given),-3,-10,-1,-0.5,17,24,-2,1,-4
Cc1cccc2nc(CSc3nc4cc([N+](=O)[O-])ccc4s3)cn12,1,-2,-3,1.3,24,7,19,-6,-2
